# Cneo AK release = Cryptococcus neoformans cell lysis inducers, primary screen, AK release luminescence, single concentration; 0.2% of 360,000 active; lysis activity, % at 15 µM; C. neoformans lysis, adenylate kinase release luminescence, 4 h; normalised: neutral wells 0, clomiphene wells 100; AID 651654, 2012;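 active = mean lysis activity across replicates of at least 80%, whatever share of replicates individually reach that level; inactive = mean lysis activity below 80%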
#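 Material: C. neoformans cells; Schedule: 4 h static compound exposure, 37 °C, read 1 h post-reagent; Measured by: adenylate kinase release luminescence; Read-out: signal increase indicating cell lysis; Controls: Clomiphene as positive lysis control.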
# FN deposition inh = inhibitors of fibronectin matrix deposition, primary screen, AH1F cells, Alexa488-fibronectin fluorescence, plate reader; AH1F fibroblasts, overnight; inhibition, % at 12.6 µM; 0.086% of 350,000 active;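 active = mean inhibition across replicates of 30% or more, regardless of how many single replicates reach that level; inconclusive = mean under 30% yet at least half of replicates reach 30%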;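 note: positive control wells lacked labelled fibronectin entirely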
#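 Test system: AH1F fibroblast monolayer depositing Alexa488-labelled fibronectin into matrix. Input: 10000 cells per well. Technique: fluorescence, ex 485 nm, em 525 nm. Buffer or medium: DMEM plus 2% serum, read in PBS. Timing: 1 h cell adhesion before compound, then overnight fibronectin incubation. Compound: single dose, pinned. Read-out basis: inhibition from reduced deposited-fibronectin fluorescence.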
# miR-122 sensor = miR-122 Renilla sensor signal increase in Huh7, primary screen, miR-122 inhibitor project, cell-based, single point, plate reader. Huh7 miR-122 Renilla luciferase sensor, 48 h; neutral wells = 0, positive control = 100. 0.3% of 340,000 active. AID 602342, 2012. activation (reporter increase), % at 12.5 µM;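 active = mean replicate activation score at least 90 and every replicate individually at or above 90; inconclusive = only one of the two criteria met; inactive = neither criterion met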;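 note: higher luciferase means less miR-122 activity so hits act as miR-122 inhibitors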
# C2C12 statin = suppressors of statin myotoxicity in C2C12 myotubes, primary screen, cell-based, single point, plate reader; C2C12 myotubes + simvastatin, ATP luminescence, 48 h; scaled: DMSO 0, geranylgeraniol control 100; rescue of ATP level, % at 7.49 µM; 0.78% of 330,000 active;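 active = mean ATP rescue above about 67%, or every replicate alone reaching that limit, limit read from the data, passing the limit was not always enough; inconclusive = no clear call, values can overlap the other calls; inactive = mean under the limit and some replicate under it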;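 note: myotubes were challenged with 10 µM simvastatin during compound exposure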
# F508del corr = F508del CFTR correction, initial screen, CFBE line, single point | CFBE cells, YFP halide quenching; stimulated with forskolin plus potentiator P3; % fluorescence drop versus neutral controls | activity (quench increase), % at 7.58 µM | AID 720511, 2013 | 0.36% of 350,000 active;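 active = mean added fluorescence quench of at least 8% versus neutral control, with both replicates also reaching 8%; inconclusive = only one of the mean or replicate conditions met; inactive = mean below 8% and not both replicates reaching 8%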;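 note: cells transiently co-express mutant CFTR-F508del with the halide-sensitive YFP; corrector assay measuring rescue of mutant channel to the surface after 24 h compound exposure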
# INS-1E GSIS act = GLuc luminescence reporter in INS-1E cells, primary screen for activators of glucose-dependent secretion of insulin; INS-1E GLuc reporter insulin secretion, 2-3 h; activation, % at 16.6 µM; 0.61% of 370,000 active;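 active = lowest replicate activation of at least 40%, so every replicate reaches that level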;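 note: 0% = median of neutral control wells and 100% = median of IBMX positive control wells; some compounds called inactive have numbers as strong as hits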
# PglD DTNB = C. jejuni PglD acetyltransferase inhibitors, primary screen, biochemical, DTNB colorimetric, single point; AID 602405, 2012; purified PglD enzyme, DTNB colorimetric CoA detection; 0.098% of 360,000 active; inhibition, % at 12.5 µM; in the data active = inhibition above about 16%, passing the limit was not always enough; inconclusive = no clear call, values can overlap the other calls; note: strong numbers were not always called active
# PGC1a acetyl inh = inhibitors of PGC1a acetylation signal, primary screen, cell-based, U2OS, AlphaScreen, inhibitor mode | AlphaScreen anti-acetyl-lysine; with virally co-expressed GCN5 acetyltransferase | inhibition, % at 15.6 µM | 0.17% of 350,000 active | AID 651687, 2012;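 active = every replicate shows inhibition of at least 40%; inconclusive = mean inhibition at least 40% but some replicate below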;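 note: 0% = neutral control wells and 100% = positive control wells; some results beyond the cut were filed as inactive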
# Numbers without * were called inactive; ? = inconclusive; . = not tested or not shown; & = joins results of further samples; [ ] = another dose, or the depositor's remark.
SMILES,Cneo AK release,FN deposition inh,miR-122 sensor,C2C12 statin,F508del corr,INS-1E GSIS act,PglD DTNB,PGC1a acetyl inh
COc1ccc(S(=O)(=O)N(C)C[C@@H]2Oc3ccc(NS(=O)(=O)c4ccc(C)cc4)cc3CC(=O)N([C@H](C)CO)C[C@H]2C)cc1,0.9,.,-0.9[16.7 µM],-11.0,-0.7,-0.7,-0.3,-3.5
CC(=O)c1c(C)[nH]c(C(=O)CSc2nnc(C3CCCCC3)n2N)c1C,1.0,-7.7,.,122.3*,.,.,2.4,-14.5
c1cncc(CN2C[C@@H]3N[C@H](C2)C3c2ccc(-c3cccnc3)cc2)c1 (stereo partly drawn),.,3.5,.,.,1.4,19.8,.,-6.0
COC(=O)c1oc2c(c1C)C1(CCC2)SCCS1,1.4,.,2.8,.,.,-3.6,0.5,19.9
O=C(CSc1nc2ccccc2c(=O)[nH]1)N1CCCCCC1,5.7,-27.2,-1.4,-28.4,.,.,-0.3,.
CC(C)NC(=O)N1[C@@H]2CNC[C@H]1C2c1ccc(/C=C/c2ccccc2)cc1 (stereo partly drawn),.,-9.0&-9.3,.,.,-2.4&1.9,5.4&-1.5,.,1.8&-1.5
CCCCOc1ccc(C(C)NC(=O)CCS(=O)(=O)Cc2ccc(C)cc2)cc1 (stereo not drawn),2.2,1.9,-7.2,.,.,-11.4,-0.3,-2.8
CCCNC(=O)c1cc2c(c(-c3cccc(-c4ccncc4)c3)n1)[C@@H](CCO)N(S(=O)(=O)CC)C2,.,6.2,.,.,1.9,-9.7,.,1.2
O=C(C[C@@H]1C[C@H]2c3cc(NC(=O)C4CCOCC4)ccc3O[C@H]2[C@H](CO)O1)NCC(F)(F)F,11.6,.,0.3[16.7 µM],6.1,-0.7,23.2,2.3,-3.6
CN(N=Nc1ccccc1C(=O)O)C1CCCCC1,1.5,7.9,-13.5,32.8,0.7,.,2.3,.

# Looked up above.
# FN deposition inh, `CC(=O)c1c(C)[nH]c(C(=O)CSc2nnc(C3CCCCC3)n2N)c1C` reads -7.7
# PglD DTNB, `O=C(C[C@@H]1C[C@H]2c3cc(NC(=O)C4CCOCC4)ccc3O[C@H]2[C@H](CO)O1)NCC(F)(F)F` reads 2.3

# (more compounds)
SMILES,Cneo AK release,FN deposition inh,miR-122 sensor,C2C12 statin,F508del corr,INS-1E GSIS act,PglD DTNB,PGC1a acetyl inh
COc1cc([C@@H]2CC=C(C(=O)O)[C@H](c3ccc(F)cc3)N2S(=O)(=O)c2ccc(C)cc2)cc(OC)c1OC,-0.5,0.5,.,2.2,5.8,9.3,5.3,.
CCOc1ccc(C(=O)NCC2CCCO2)cc1 (stereo not drawn),4.5,-10.1,6.2,-0.9,.,27.2,-6.7,3.2
O=C(c1ccc(-n2cnnn2)cc1)N(C1CCCCC1)C1CCCCC1,.,4.2,-5.6,12.7,-1.2,6.3,.,-8.6
O=C(c1ccccc1F)N1CCN(c2ccccc2)CC1,7.6,.,1.6,19.4,.,.,0.4,12.8
CCc1nc(Nc2ccc(NC(C)=O)cc2)c2oc3ccccc3c2n1,-1.9,4.7,-14.1,-24.8,3.2,3.4,-1.8,.
Cc1cc(NC(=O)CSc2nc(C(C)C)nc3ccccc23)no1,6.1,3.1,7.0,.,.,.,0.8,-0.3
CCOC(=O)c1cn2nc(N3CCCC3)ccc2n1,.,4.4,.,-2.7,-0.2,-7.4,.,-5.8
Nn1c(SCc2cccc(Oc3ccccc3)c2)nnc1C(F)(F)F,-3.0,-5.2,2.2,.,-0.9,-11.4,.,-1.3
COc1ccc2c3c([nH]c2c1)[C@H](CO)N(Cc1cc(F)ccc1F)CC31CCN(C(=O)CN(C)C)CC1,.,-5.7,.,.,0.6,16.2,.,0.9
Cc1ccc(C(c2nnnn2Cc2cccs2)N2CCN(Cc3ccc4c(c3)OCO4)CC2)cc1 (stereo not drawn),3.3,.,-4.1,.,.,.,-2.8,-2.6

# In a second layout: entries from further up.
# Values in the order – Cneo AK release | FN deposition inh | miR-122 sensor | C2C12 statin | F508del corr | INS-1E GSIS act | PglD DTNB | PGC1a acetyl inh
CC(C)NC(=O)N1[C@@H]2CNC[C@H]1C2c1ccc(/C=C/c2ccccc2)cc1 (stereo partly drawn)
 : . | -9.0&-9.3 | . | . | -2.4&1.9 | 5.4&-1.5 | . | 1.8&-1.5
Cc1cc(NC(=O)CSc2nc(C(C)C)nc3ccccc23)no1
 : 6.1 | 3.1 | 7.0 | . | . | . | 0.8 | -0.3
CC(=O)c1c(C)[nH]c(C(=O)CSc2nnc(C3CCCCC3)n2N)c1C
 : 1.0 | -7.7 | . | 122.3* | . | . | 2.4 | -14.5
CCOC(=O)c1cn2nc(N3CCCC3)ccc2n1
 : . | 4.4 | . | -2.7 | -0.2 | -7.4 | . | -5.8
c1cncc(CN2C[C@@H]3N[C@H](C2)C3c2ccc(-c3cccnc3)cc2)c1 (stereo partly drawn)
 : . | 3.5 | . | . | 1.4 | 19.8 | . | -6.0
O=C(c1ccc(-n2cnnn2)cc1)N(C1CCCCC1)C1CCCCC1
 : . | 4.2 | -5.6 | 12.7 | -1.2 | 6.3 | . | -8.6

# Remaining list, next part:
SMILES,Cneo AK release,FN deposition inh,miR-122 sensor,C2C12 statin,F508del corr,INS-1E GSIS act,PglD DTNB,PGC1a acetyl inh
Cc1cccc(NC(=O)c2ccc(-c3ccccc3[N+](=O)[O-])o2)c1,0.5,.,.,-7.7,-2.7,17.2,-7.6,-3.9
CCC(C)(C)C1CCC2(CC1)NC(=O)N(CC(=O)Nc1cc(C(F)(F)F)ccc1N1CCOCC1)C2=O (stereo not drawn),-7.9,-3.9,.,.,-0.7,-4.4,-3.1,-3.0
O=C(C[C@H]1C[C@@H]2c3cc(NC(=O)C4CCOCC4)ccc3O[C@@H]2[C@H](CO)O1)NCC(F)(F)F,54.9,.,5.1[16.7 µM],-3.2,-0.3,15.6,0.7,-1.0
CCc1ccc(C(=O)NNc2ccc(C)c(Cl)c2)cc1,9.0,-4.0,0.6,.,-2.9,.,-2.0,-1.0
Cc1ccc(S(=O)(=O)N2CCOCC2)cc1C(=O)NCCCN1CCCC1=O,-1.2,.,4.1,15.8,0.3,-3.1,8.2,-2.7
CS(=O)(=O)Nc1cccc(NC(=O)C2Cc3c(-c4cccc(C(N)=O)c4)ccnc3O2)c1 (stereo not drawn),6.7,-2.2,.,1.0,-4.7,.,-2.4,.
Cn1cc(C(N)=O)c2ccccc21,-0.7,.,-1.6,-0.1,-1.0,3.8,-3.6,5.5
CCOC(=O)C1(Cc2ccc(OC)cc2)CCN(C(=O)CN2CCCCC2=O)CC1,.,4.0,-4.8,.,-0.1,-3.8,.,-3.9
CC(C)NC(=O)CN1CCN(C(=O)c2ccc3oc(CCCc4ccccc4)nc3c2)CC1,1.5,.,-2.8,.,-2.7,-1.8,-1.9,-7.4
COc1cc(-c2noc(C)c2C#CC2(O)CCCCC2)cc(OC)c1OC,-0.2,-2.7,0.7,-8.9,-3.1,-42.2,7.2,-1.4
COc1ccc(-c2nc(C(N)=O)c3[nH]c(=O)n(-c4ccccc4OC)c3n2)c(OC)c1,-0.1,3.8,0.9,.,4.0,31.3,-2.0,8.2
Cn1c(SCc2cc(=O)n3cc(Br)ccc3n2)nnc1C1COc2ccccc2O1 (stereo not drawn),2.3,-10.5,-1.2,-13.4,.,.,2.1,.
O=C(c1ccccc1)c1ccc(Oc2ncccn2)cc1,3.8,.,11.8,.,.,3.8,6.4,-21.5
COC(=O)C1CCN(CC(=O)NC(=O)NC2CCCCC2)CC1,1.9,-1.2,-0.2,-4.4,-1.8,-10.6,1.5,15.9
COC(=O)C(Cc1ccccc1)NC(=O)c1cc(S(=O)(=O)N(C)C)ccc1Cl (stereo not drawn),.,-1.9,.,.,1.5,0.4,.,2.1
COCCN(Cc1nc2ccccc2c(=O)[nH]1)C(=O)c1cccc(S(=O)(=O)N2CCCC2)c1,0.0,0.7,0.6,21.5,-0.8,6.9,-6.0,5.5
CCCCSc1nc(C(=O)O)cc(=O)[nH]1,-2.7,1.7,-2.1,-7.9,-2.4,0.0,0.8,7.6
O=C1NCCN(Cc2ccc(Cl)c(F)c2)C1CC(=O)N1CCCCO1 (stereo not drawn),1.0,2.8,3.7,1.3,-0.2,-4.4,8.9,4.3
O=C(CSc1nccn1Cc1ccco1)Nc1ccc(F)cc1,1.2,-1.5,.,5.0,3.9,3.0,-3.0,.
CC(=O)c1ccc2c3c(ccc(O)c13)CC2,-0.4,.,.,-21.1,-0.3,-7.3,2.1,2.0
O=C(CCC(=O)N/N=C/c1cc(Cl)cc(Cl)c1O)NCc1ccccc1,.,-0.9,.,.,-0.7,15.1,.,5.2
O=C1CC(C(=O)Nc2ccc(F)c(Cl)c2)N=C(N2CCCCC2)N1 (stereo not drawn),4.0,.,-6.6,.,.,.,-2.5,2.0
CC(OC(=O)C1COc2ccccc2O1)C(=O)N(C)c1ccccc1 (stereo not drawn),.,-2.9,.,.,3.3,0.2,.,5.3
COc1ccc(C(=O)N=C2SC3CS(=O)(=O)CC3N2Cc2ccc(F)cc2)cc1 (stereo not drawn),-1.3,-3.7,-5.0,2.8,1.9,8.0,1.7,-0.4
COc1cccc(CN2CC3(CCN(S(C)(=O)=O)CC3)c3c(n(C)c4cc(OC)ccc34)[C@H]2CO)c1,.,-10.8,.,.,-0.7,-2.8,.,-1.1
CCOC(=O)C1CCN(Cc2cnc(Oc3ccc(C(C)(C)C)cc3)s2)CC1,-3.8,6.6,-0.8,-2.4,.,.,2.8,8.0
Cn1cc(-c2csc(C(O)(c3ccccc3)C(F)(F)F)n2)cn1 (stereo not drawn),-3.7,6.2,6.0,24.1,0.6,10.7,-6.2,-11.0
COc1cccc(CNC(=O)CCC2CCCN(Cc3ccc(OC(F)F)cc3)C2)c1 (stereo not drawn),.,-3.6,.,.,7.1,-19.3,.,?
COc1cc(/C=N/Nc2nc3ccccc3o2)cc(OC)c1O,-3.2,-3.1,14.2,-4.2,.,.,-3.5,-0.6
O=C(NCCS(=O)(=O)N1CCN(c2ccccc2F)CC1)c1c(F)cccc1F,1.5,0.5,.,-4.3,-4.3,4.3,2.4,.
COc1ccc(C(=O)NN(C)c2nc(-c3ccccc3)nnc2C(F)(F)F)cc1,-1.7,.,21.2,74.1*,.,.,-4.2,-4.7
Cc1ccc(N2C(=O)CC(Cn3nc(C)cc3C)C2=O)cc1 (stereo not drawn),-0.8,2.0,-0.8,.,.,.,-33.4,6.2
